# V1aR counter – activates human V1a receptor in oxytocin agonist counter-screen. P37288. activation, % at 3 µM. 0.25% of 320,000 active. CHO-V1R cells, Fluo-8 calcium fluorescence, agonist mode; 0% DMSO, 100% 3 nM vasopressin;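 active means activation above the mean activation of all tested compounds plus 3 SD, per screening run, cut at about 20% in these data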;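 further: signal is peak over basal fluorescence ratio across a 100 second FLIPR read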
# VIM-2 inh – inhibitors of Pseudomonas aeruginosa VIM-2 metallo-beta-lactamase; purified VIM-2, nitrocefin hydrolysis, epi-absorbance fluorescence; inhibition, % at 5.6 µM; 0.89% of 290,000 active;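 active means inhibition above the mean of all tested compounds plus 3 SD, cutoff set per screening run, cut at about 7.5% in these data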;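 further: red hydrolysis product quenches plate fluorescence so inhibitors raise well fluorescence; 0% = enzyme with DMSO and 100% = DMSO without enzyme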
# OXTR ag – agonists of human oxytocin receptor; P30559; CHO-OTR cells, Fluo-8 calcium fluorescence; normalized: DMSO 0%, oxytocin 100%; activation, % at 3 µM; 0.32% of 320,000 active;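 active means activation above the mean of all tested compounds plus 3 SD, cutoff set per screening run, cut at about 20% in these data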;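 further: peak over basal fluorescence ratio from a 100 s FLIPR kinetic read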
# Target sequence (P30559 whole entry, looked up): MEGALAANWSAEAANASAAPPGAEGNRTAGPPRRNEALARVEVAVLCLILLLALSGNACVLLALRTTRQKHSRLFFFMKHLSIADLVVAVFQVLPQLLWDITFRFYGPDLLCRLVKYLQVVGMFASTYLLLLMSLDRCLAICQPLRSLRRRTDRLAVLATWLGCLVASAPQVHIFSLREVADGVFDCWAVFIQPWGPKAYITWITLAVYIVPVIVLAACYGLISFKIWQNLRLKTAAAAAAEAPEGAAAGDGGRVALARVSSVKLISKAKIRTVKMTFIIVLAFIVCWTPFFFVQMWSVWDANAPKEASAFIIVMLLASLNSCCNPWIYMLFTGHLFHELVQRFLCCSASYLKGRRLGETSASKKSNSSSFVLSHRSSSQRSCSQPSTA
# PHOSPHO1 block – blocks human PHOSPHO1 phosphatase activity; Q8TCT1; recombinant PHOSPHO1, absorbance phosphatase assay; inhibition, % at 13.3 µM; 1.1% of 290,000 active; AID 1565; in the data active means inhibition above about 60%
# DNA FID counter – counter-screen for HCV NS3 helicase inhibitors: DNA intercalator displacement | DNA fluorescent intercalator displacement, fluorescence | inhibition, % at 7.9 µM | 0.17% of 290,000 active | AID 1845; in the data active means inhibition above about 37%;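 further: 0% = vehicle and 100% = reference compound; higher means more ethidium bromide displaced from hairpin DNA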
# GPR7 antagonist – human neuropeptides B/W receptor 1 antagonism | P48145 | GPR7-expressing cells, fluorescence antagonist assay | inhibition, % at 4.4 µM | 1.1% of 290,000 active | AID 1861; in the data active means inhibition above about 16%, passing the limit was not always enough;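 further: cells stimulated with the agonist NPW; 0% = agonist with vehicle and 100% = vehicle without agonist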
# Target sequence (P48145 whole entry, looked up): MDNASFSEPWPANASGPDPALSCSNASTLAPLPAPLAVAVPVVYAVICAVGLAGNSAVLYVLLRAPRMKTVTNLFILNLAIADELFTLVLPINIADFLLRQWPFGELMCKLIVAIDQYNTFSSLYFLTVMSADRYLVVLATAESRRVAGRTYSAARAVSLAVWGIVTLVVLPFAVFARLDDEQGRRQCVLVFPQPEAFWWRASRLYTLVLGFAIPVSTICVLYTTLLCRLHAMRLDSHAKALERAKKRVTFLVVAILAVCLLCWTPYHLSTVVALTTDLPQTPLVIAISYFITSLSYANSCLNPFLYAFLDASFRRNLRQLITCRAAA
# IMP-1 inh – inhibitors of Pseudomonas aeruginosa IMP-1 metallo-beta-lactamase | purified IMP-1, nitrocefin hydrolysis, epi-absorbance fluorescence | inhibition, % at 5.6 µM | 0.45% of 290,000 active | AID 1556;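 active means inhibition above the mean plus 3 SD of all compounds in the same screening run, cut at about 4.5% in these data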;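 further: 0% = IMP-1 with DMSO and 100% = DMSO wells lacking enzyme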
#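 System – purified recombinant IMP-1 beta-lactamase · Input – IMP-1 dispensed at 0.2 nM · Timing – 15 min preincubation plus 25 min reaction at 25 °C · Signal – Epi-absorbance fluorescence, 480 nm excitation, 530 nm emission · Measure – percent IMP-1 inhibition derived from blank-referenced optical density · Controls – Enzyme-plus-DMSO low control, enzyme-free DMSO high control · Replication – singlicate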
# GalR3 antag – blocks the human galanin receptor 3 | inhibition, % at 3 µM | AID 651719 | O60755 | 0.44% of 360,000 active | HEK293 GalR3-CNG cAMP membrane potential fluorescence; galR3 body fused to GalR1 C-terminus;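 active means inhibition above the screen-wide average plus 3 SD, cut at about 13% in these data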;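 further: forskolin and galanin both at EC90 stimulate the cells; cAMP rise reported by CNG channel membrane potential dye signal; 0% = forskolin plus galanin with DMSO and 100% = forskolin alone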
# Target sequence (O60755 1-299 limits assumed): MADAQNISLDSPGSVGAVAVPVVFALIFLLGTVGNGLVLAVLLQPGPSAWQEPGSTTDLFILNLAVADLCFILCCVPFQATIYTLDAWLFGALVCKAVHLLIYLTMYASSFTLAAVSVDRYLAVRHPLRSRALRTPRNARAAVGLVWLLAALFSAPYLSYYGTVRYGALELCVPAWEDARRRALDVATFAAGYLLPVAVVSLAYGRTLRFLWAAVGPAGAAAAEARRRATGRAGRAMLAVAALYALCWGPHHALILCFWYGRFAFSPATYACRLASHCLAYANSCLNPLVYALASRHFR
# NS3 helicase inh – HCV NS3 helicase inhibition | NS3 helicase DNA unwinding, Cy5 molecular beacon fluorescence | inhibition, % at 10.9 µM | 0.56% of 290,000 active;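 active means inhibition above the mean of all tested compounds plus 3 SD, set per campaign, cut at about 35% in these data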;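 further: 0% = DMSO wells and 100% = thioflavine S control wells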
#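 Material: hepatitis C virus NS3 helicase domain fragment enzyme; measured by: Cy5 fluorescence, 0 and 60 min reads; control set: DMSO and thioflavine S; incubation: 60 min unwinding reaction at 25 °C after ATP addition; read-out basis: % inhibition from 60/0 min fluorescence ratio, DMSO 0%, thioflavine S 100%; repeats: singlicate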
# * marks the source's active call; other numbers are inactive results; nt = no result given.
SMILES,V1aR counter,VIM-2 inh,OXTR ag,PHOSPHO1 block,DNA FID counter,GPR7 antagonist,IMP-1 inh,GalR3 antag,NS3 helicase inh
Cc1ccc(N(CC(O)CN2CCCC2)S(=O)(=O)c2ccccc2)cc1 (stereo unspecified),1.4,-0.5,0.0,-28,11,-12,-6.2,-8,-14
CSc1cccc(NC(=O)c2cc(S(=O)(=O)N3CCCCC3)c[nH]2)c1,0.2,-2.1,0.8,-21,-24,-14,-2.5,1,2
COC(=O)C1=C(C)N=C2SC(C#N)=C(N)N2C1c1ccc(OCc2ccccc2)cc1 (stereo unspecified),0.7,-4.8,0.9,0,-11,-7,-3.7,-3,-6
O=[N+]([O-])c1ccc(C2(O)CN(c3ccccc3)C3=[N+]2CCS3)cc1 (stereo unspecified),0.1,-2.9,-1.3,52,4,15,-2.7,-1,4
O=C(CN1CCCc2ccccc21)NC(=O)NCc1ccco1,-1.3,-3.1,-1.1,-38,-9,-5,-2.5,-4,-1
Cc1ccc(-c2nn3c(C)nnc3c3ccccc23)cc1S(=O)(=O)N1CCN(CCO)CC1,0.4,61*,0.1,27,-13,-16,-3.3,2,-8
Cc1cc(NC(=O)Nc2ccc(Cl)cc2)no1,2.5,-1.9,3.4,14,-7,0,-2.2,-8,-15
CCSc1nnc(NC(=O)CSc2nc(CC)nc3c2c(=O)n(C)c(=O)n3C)s1,0.6,-1.7,0.2,-6,-3,-12,-2.9,nt,-1
Cc1ccc(SCc2ccc(C(=O)N3CCCC3)cc2)cc1,0.3,-2.1,-1.8,27,-30,-10,-3.0,-7,-8
COc1ccc(CCN(C(=O)C(F)(F)F)C(C(=O)NC2CCCC2)c2cccs2)cc1 (stereo unspecified),0.2,3.0,-1.2,-18,-15,-10,0.9,-7,24
CC1=C(C(=O)OCC(C)C)C(c2cccs2)NC(=S)N1 (stereo unspecified),-1.4,-1.2,-2.5,-12,-7,-7,-1.4,0,-5
Cc1ccc(CNC(=O)CSc2nc3[nH]ncc3c(=O)[nH]2)cc1,1.2,-1.8,-0.6,-2,-2,-4,-2.8,1,9
COc1ccc(N(CC(=O)Nc2ccccc2OC)S(=O)(=O)c2ccccc2)cc1Cl,0.8,-2.1,-1.9,-8,-22,-8,-4.0,-10,6
COc1ccccc1CN1CCN(Cc2nc(-c3ccc(C)cc3)oc2C)CC1,0.8,-1.1,-1.5,25,3,-5,-1.7,-8,-19
COC(=O)c1ccc(S(=O)(=O)N2CCN(C)CC2)n1C,-1.3,-1.6,-0.4,27,2,-9,-2.2,-3,-11
O=C(Nc1ccc(S(=O)(=O)Nc2nccs2)cc1)c1c(F)c(F)c(F)c(F)c1F,0.0,-2.8,0.0,nt,-13,-14,-3.0,-5,16
Cc1cc2ccc3ccccc3c2cc1CN(C)C,1.3,2.3,6.1,8,23,8,3.2,1,-26
Cc1ccc(-c2cc(-c3ccc(Cl)cc3)c(C#N)c(N)n2)o1,-1.1,-0.4,1.0,72*,-9,10,-2.3,-6,11
COc1ccc(/C=[N+](\[O-])C2N(c3ccccc3)C(=S)SC2(C)C)cc1OC (stereo unspecified),-0.1,-2.2,0.5,-1,-12,-5,-2.0,0,-1
O=C(NNC(=O)c1cccnc1)Nc1ccc(Cl)c(Cl)c1,0.0,-5.7,-0.9,28,-2,-7,-3.2,-3,-7
CCOC(CC(=O)NNC(=O)c1c(-c2c(Cl)cccc2Cl)noc1C)OCC,-1.0,-0.4,-0.3,6,0,4,-0.9,-4,-2
COc1ccc(Cl)cc1NC(=O)CSc1nc2ccsc2c(=O)n1CC1CCC(C(=O)O)CC1 (stereo unspecified),9.0,2.4,3.7,38,-29,7,-2.7,-7,8
COc1ccc(N2CCN(c3nccs3)CC2)cc1,1.0,-0.8,13,9,-14,-19,-2.5,-7,0
Cc1ccc2c(C)c(C(=O)Nc3c(C)n(C)n(-c4ccccc4)c3=O)oc2c1C,0.3,0.6,-2.9,-3,-19,-6,-3.3,-2,2
O=C(NCc1cccs1)C(Cc1ccccc1)n1cccc1 (stereo unspecified),-0.8,-5.1,-1.4,10,-2,0,-1.3,nt,5
COC(=O)Nc1ccc(SCC(=O)c2ccccc2)cc1,-0.4,-4.0,-0.4,-16,-5,4,-2.9,-2,-1
Clc1ccc2nc(CSc3nc4ccccc4o3)cn2c1,-1.6,-0.5,-1.8,24,-18,2,-0.4,-4,3
O=C(N/N=C/c1cccc(O)c1)c1csc2ccccc12,0.4,-4.5,-0.7,-3,-1,-4,-3.4,-3,4
CC1=CS(=O)(=O)CC1Sc1nc2ccccc2[nH]1 (stereo unspecified),0.0,-4.0,0.2,-9,1,-7,-2.8,1,-17
COc1ccc(CCNC(=O)CCCn2c(=O)c3cccn3c3cccnc32)c(OC)c1,-1.5,-1.5,-1.2,7,-41,-11,-1.8,-2,2
Cc1nn(-c2ccccc2)c2nc(N)c(C#N)c(-c3ccc(F)cc3)c12,2.3,-3.0,-1.5,47,-12,-19,-1.3,-5,-8
Cc1cc(OCC(=O)N2CCCCCC2)ccc1[N+](=O)[O-],0.5,-4.6,2.0,-30,-5,-7,-1.1,6,6
Cc1ccc(NC(=O)c2cc(-c3ccccc3O)n[nH]2)cc1C,-0.2,-2.1,0.5,34,-6,-10,-2.7,-4,10
CCOC(=O)C1CCN(CCC(=O)Nc2cccc(Cl)c2C)CC1,0.6,-0.4,0.1,6,6,-13,0.4,-4,-5
CCOc1cc(CNCCO)cc(Br)c1OCc1ccccc1,6.2,-3.8,9.7,32,21,15,-3.2,-14,-40
CCOc1ccccc1NC(=O)Cc1c(F)cccc1Cl,-2.0,-1.4,-1.9,-14,-10,2,-5.3,-2,13
COCC(=O)N1CCCC(C(=O)c2ccc(C(F)(F)F)cc2)C1 (stereo unspecified),1.4,-1.3,-0.2,36,-5,-17,-1.0,-3,-3
Cn1c(C(=O)O)cc2cc(F)ccc21,0.1,0.2,2.6,-37,2,-13,3.0,-5,-2
COc1ccc(C(=O)Nc2cccc(NC(C)=O)c2)cc1OC,0.4,-0.6,-0.1,-3,-3,-11,-1.2,-1,6
CC(=O)OC1COC(N2CCc3cc(Br)c([N+](=O)[O-])cc32)C(OC(C)=O)C1OC(C)=O (stereo unspecified),-0.1,-1.8,-0.4,8,-9,-4,-3.0,-2,-1
O=C(NCCCN1CCC(Cc2ccccc2)CC1)C1CCC(=O)N1C1CCCC1 (stereo unspecified),-0.8,-2.3,-0.4,24,1,4,-3.3,-2,-6
CCOC(=O)c1ccc(N2C(=O)CC(N3CCN(Cc4ccccc4)CC3)C2=O)cc1 (stereo unspecified),1.5,-2.9,1.9,5,-13,-8,0.9,-3,8
COc1cccc(N/C(SCc2ccccc2Cl)=C(/C#N)C(=O)NCc2cccs2)c1,1.3,-3.1,4.2,6,-6,-4,-3.3,-6,-5
Oc1ccc(Cl)cc1Cc1cc(Cl)ccc1O,3.8,-0.3,5.9,-1,3,35*,-1.2,nt,7
CCC(C)[C@H](NC(=O)NCc1ccccc1Cl)C(=O)O (stereo partly specified),1.3,-3.1,1.0,25,-4,-5,-3.5,-4,7
O=C(O)COc1ccc(/C=C/c2nc3ccc([N+](=O)[O-])cc3s2)cc1,-0.2,-3.1,1.5,-3,-12,-13,-2.7,0,-19
O=C(CCC(=O)OCCCC(F)(F)C(F)(F)F)Nc1ccccc1,1.1,-2.5,0.2,-25,-7,-8,-3.2,-6,3
Cc1c(C(=O)OCC(=O)Nc2c(C)n(C)n(-c3ccccc3)c2=O)cccc1[N+](=O)[O-],-0.3,-2.1,-2.3,28,-4,-7,-4.8,-4,11

# Record cards (already shown). Values in the order: V1aR counter | VIM-2 inh | OXTR ag | PHOSPHO1 block | DNA FID counter | GPR7 antagonist | IMP-1 inh | GalR3 antag | NS3 helicase inh
# `COCC(=O)N1CCCC(C(=O)c2ccc(C(F)(F)F)cc2)C1` (stereo unspecified) is listed with 1.4 | -1.3 | -0.2 | 36 | -5 | -17 | -1.0 | -3 | -3
# `COC(=O)C1=C(C)N=C2SC(C#N)=C(N)N2C1c1ccc(OCc2ccccc2)cc1` (stereo unspecified) is listed with 0.7 | -4.8 | 0.9 | 0 | -11 | -7 | -3.7 | -3 | -6
# `CCOC(CC(=O)NNC(=O)c1c(-c2c(Cl)cccc2Cl)noc1C)OCC` is listed with -1.0 | -0.4 | -0.3 | 6 | 0 | 4 | -0.9 | -4 | -2
# `COc1cccc(N/C(SCc2ccccc2Cl)=C(/C#N)C(=O)NCc2cccs2)c1` is listed with 1.3 | -3.1 | 4.2 | 6 | -6 | -4 | -3.3 | -6 | -5

# (further entries)
SMILES,V1aR counter,VIM-2 inh,OXTR ag,PHOSPHO1 block,DNA FID counter,GPR7 antagonist,IMP-1 inh,GalR3 antag,NS3 helicase inh
Cc1cccc(Cn2c(O)c(N=NC(=S)Nc3ccccc3F)c3ccccc32)c1,-0.1,-0.6,0.2,-25,3,6,-1.2,-4,0
Cc1ccc(C(=O)NN2C(=O)C3C4C=CC(C4)[C@@H]3C2=O)cc1 (stereo partly specified),1.0,-2.4,-1.7,43,-4,-16,-0.8,-3,-6
Cc1cc(NS(=O)(=O)c2ccc(NC(=O)c3ccoc3C)cc2)nc(C)n1,nt,-1.8,nt,3,-5,3,-3.2,-4,8
COc1ccc(-c2nc(-c3ccccc3)nc(Cl)c2C#N)cc1,0.5,-3.3,0.0,3,2,8,-2.3,-5,-1
Cn1c(=O)c2c(nc(NCCCN3CCOCC3)n2Cc2ccc(Cl)c(Cl)c2)n(C)c1=O,nt,-2.5,nt,nt,6,-4,-4.9,10,-1
Cc1ccc(-c2cc(C(F)F)n3ncc(C(=O)N4CCc5ccccc54)c3n2)cc1,-1.6,-3.5,-2.9,8,-1,-9,-3.6,-6,7
CC(C)(COC(=O)Nc1ccccc1)COC(=O)Nc1ccccc1,-1.4,-2.6,-0.3,20,-21,12,-3.4,-8,-8
O=C(OCC(=O)N1CCCc2ccccc21)c1cccnc1Cl,0.7,-2.3,-0.5,1,-7,-2,-0.2,0,4
Cc1cc(C(=O)NNC(=O)CCCCC(=O)NNC(=O)c2cc(C)[nH]n2)n[nH]1,0.4,-2.2,0.6,-16,-14,-10,-1.1,-2,7
NC(=O)CC(NC(=O)Cc1cccc2ccccc12)c1ccc(NC2CC3CCC2C3)c([N+](=O)[O-])c1 (stereo unspecified),2.4,-0.8,-0.8,4,-16,-7,0.3,1,3
CC(=O)N1c2c(cc(Br)cc2S(=O)(=O)NCc2ccccc2)CC1C (stereo unspecified),1.3,-1.1,-0.1,-24,-15,16,-1.2,-12,2
Cc1c(NC(=O)CN2C(=O)NC(C)(c3ccc4c(c3)OCCO4)C2=O)c(=O)n(-c2ccccc2)n1C (stereo unspecified),0.3,-2.4,-0.2,-4,0,-7,-2.4,1,-1
Cc1nn(-c2ccccc2)c(N)c1-c1ccccc1,0.4,-3.2,-2.1,24,-10,-12,-3.5,-5,-3
COCCCNC(=O)/C=C/c1c(Cl)cccc1Cl,-1.3,2.2,-2.8,12,-4,-9,-3.2,-5,2
O=CNCc1nc2ccccc2n1CCc1ccccc1,0.7,0.1,0.0,18,-4,-3,1.1,-8,1

# Screens as filed in PubChem BioAssay.
